NFkB transloc pot: enhancers of NFkB p65 translocation in HUVEC – imaging, IL-1B stimulus, high-content imaging, primary screen; hit rate 0.3% among 94,000; HUVEC IL-1B NFkB p65 nuclear translocation imaging; activation, % at 2 µM;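 active = activation above 40%, about the mean plus 3 SD, also judged a hit on visual image review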;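 note: percent activation is computed from the nuclear over cytoplasmic p65 intensity ratio; values of inactives mirror those of a sister screen read the other way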
IL1B NFkB inh: inhibitors of IL-1B driven NFkB p65 nuclear import, primary screen, imaging, HUVEC, IL-1B stimulus, high-content imaging. hit rate 0.43% among 94,000. inhibition, % at 2 µM. HUVEC IL-1B NFkB p65 nuclear translocation imaging;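 active = inhibition above about 30% together with a positive call from visual inspection of the well image, limit read from the data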;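 note: nuclear over cytoplasmic p65 intensity ratio measured by imaging; 0% = IL-1B stimulated DMSO wells and 100% = unstimulated DMSO wells; values of inactives mirror those of a sister screen read the other way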
PLAP inhibition: PLAP enzyme inhibitors, biochemical, luminescence, HTS (AID 690); purified PLAP, luminescent substrate; higher % means a stronger effect; inhibition, % at 20 µM, or IC50 in µM where a hit was titrated; hit rate 0.08% among 96,000; in the data active = a potency from the dose series; inactive = the rest, 99 in 100 with inhibition below about 30%; note: strong numbers were not always called active
MRP resist rev: reversal of MRP1-mediated doxorubicin resistance, primary screen, H69AR cells, doxorubicin co-treatment; AID 602, 2007; differential viability (reversal), % at 10 µM; H69AR cells + 2 uM doxorubicin, CellTiter-Glo, 72 h; hit rate 0.04% among 85,000;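 active = viability drop by adding the cancer drug above about 55%, with treated viability meeting a 40% cutoff, limit read from the data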;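 note: viability without doxorubicin minus viability with 2 µM doxorubicin for each compound; larger differential means the compound sensitizes cells more to doxorubicin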
Bcl-B displacement: displacers of TR3 peptide from Bcl-B, primary screen, selectivity assay for Bfl-1 inhibitor project, biochemical, fluorescence polarization. Bcl-2-like protein 10 (Homo sapiens). FP displacement of FITC-TR3 peptide from Bcl-B; higher % means a stronger effect. displacement, % at 20 µM, or IC50 in µM where a hit was titrated. hit rate 0.11% among 96,000;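 active = displacement above 50% at 20 µM plus a fluorescence interference ratio under 1.5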;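 note: plate controls were wells without compound for no effect and wells lacking Bcl-B protein for full effect; a part of the inactive calls stands beside numbers as strong as those of hits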
MRP resist rev cytotoxicity: further read-out of MRP resist rev, marked with its call; viability, %; H69AR cells, CellTiter-Glo, 72 h; measured here: cytotoxicity without doxorubicin
MRP resist rev with doxorubicin: second read-out of MRP resist rev, no call of its own (marks repeat the call); viability, %; measured here: viability with 2 uM doxorubicin; stronger effect = lower value
IL1B NFkB inh cell count 2 µM: further read-out of IL1B NFkB inh, marked with its call; cell count; measured here: cells passing quality filter;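 raw number of nuclei counted in each imaged well without normalization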
NFkB transloc pot cell count 2 µM: recorded beside NFkB transloc pot, whose call it bears; cell count; measured here: cells passing quality filter
* = called active by the depositor; · = not tested or not shown. Some of the compounds tested; count on the stated rates, not on these rows.

SMILES | NFkB transloc pot | NFkB transloc pot cell count 2 µM | IL1B NFkB inh | IL1B NFkB inh cell count 2 µM | PLAP inhibition | MRP resist rev | MRP resist rev cytotoxicity | MRP resist rev with doxorubicin | Bcl-B displacement
Cc1ccc(S(=O)(=O)N/N=C/c2ccc(OCC(=O)NC(C)C)cc2)cc1 | -11 | 131 | 11 | 131 | · | · | · | · | ·
CCOP(=O)(O)c1ccccc1OCCCCCOc1ccccc1P(=O)(O)OCC | 9 | 159 | -9 | 159 | -28% | -2 | 90 | 91 | -2%
O=C(OCc1nc2ccccc2s1)C1CCN(S(=O)(=O)c2cccs2)CC1 | -2 | 87 | 2 | 87 | 6% | -11 | 88 | 100 | -19%
CN(c1ccccc1)S(=O)(=O)c1ccc(C(=O)Nc2nccs2)cc1 | -5 | 182 | 5 | 182 | 3% | -3 | 99 | 102 | -5%
COC(=O)c1cc(Cl)c(NC(=O)c2ccc(C(C)(C)C)cc2)cc1OC | 4 | 119 | -4 | 119 | -37% | · | · | · | 10%
COC(=O)c1cccc(Cn2c(Cl)c(/C=N/NC(=O)c3ccccc3Cl)sc2=O)c1 | 11 | 153 | -11 | 153 | 6% | -16 | 31 | 47 | -17%
CCCS(=O)(=O)N1CCC(C(=O)c2cccc(C(F)(F)F)c2)CC1 | 7 | 128 | -7 | 128 | -26% | 12 | 95 | 83 | -7%
O=C(CSc1nc2c(c(=O)n1-c1ccc(F)cc1)SCC2)Nc1ccc2c(c1)OCO2 | 16 | 114 | -16 | 114 | · | -6 | 83 | 89 | ·
CCCCN(CC)S(=O)(=O)N1CCC(C(=O)NCc2ccc(F)cc2)CC1 | 24 | 128 | -24 | 128 | -47% | 5 | 86 | 82 | -4%
O=C(NCc1ccco1)c1cc(-c2ccc(Cl)cc2)on1 | -2 | 103 | 2 | 103 | 4% | · | · | · | -12%
O=C(O)Cn1c(SCCOc2ccccc2)nc2ccccc21 | -4 | 88 | 4 | 88 | -8% | -1 | 99 | 100 | -4%
O=C(CC12CC3CC(CC(C3)C1)C2)Nc1ccc2c(c1)COC2=O | · | · | · | · | 7% | 16 | 91 | 75 | -7%
CCSc1nc2ccccc2n1S(=O)(=O)c1ccccc1 | -10 | 55 | 10 | 55 | 0% | -10 | 81 | 91 | 12%
Cc1ccc(CN2C(=O)CCC2C(=O)NCc2ccc(F)cc2)cc1 (stereo not given) | -2 | 104 | 2 | 104 | -10% | 9 | 102 | 94 | -5%
CCOC(=O)c1ccc(-c2ccc(/C=C(\C#N)C(=O)NCC3CCCO3)o2)cc1 (stereo not given) | · | · | · | · | -6% | · | · | · | -38%

Random excerpt: two records from the list.
SMILES | NFkB transloc pot | NFkB transloc pot cell count 2 µM | IL1B NFkB inh | IL1B NFkB inh cell count 2 µM | PLAP inhibition | MRP resist rev | MRP resist rev cytotoxicity | MRP resist rev with doxorubicin | Bcl-B displacement
Cc1ccc(S(=O)(=O)N/N=C/c2ccc(OCC(=O)NC(C)C)cc2)cc1 | -11 | 131 | 11 | 131 | · | · | · | · | ·
CCOP(=O)(O)c1ccccc1OCCCCCOc1ccccc1P(=O)(O)OCC | 9 | 159 | -9 | 159 | -28% | -2 | 90 | 91 | -2%

Other results
SMILES | NFkB transloc pot | NFkB transloc pot cell count 2 µM | IL1B NFkB inh | IL1B NFkB inh cell count 2 µM | PLAP inhibition | MRP resist rev | MRP resist rev cytotoxicity | MRP resist rev with doxorubicin | Bcl-B displacement
Cc1[nH]c2ccccc2c1SCCN | 22 | 184 | -22 | 184 | · | -29 | 35 | 64 | ·
CCCCc1ccc(S(=O)(=O)NCCc2ccncc2)cc1 | 14 | 120 | -14 | 120 | 19% | 7 | 103 | 96 | -10%
CCCCn1c(SCC(=O)Nc2cc(C)on2)nnc1-c1ccco1 | -3 | 177 | 4 | 177 | 20% | 7 | 97 | 90 | -6%
O=C(c1cccc(F)c1)N1CCN=C1SCc1cccnc1 | 10 | 179 | -10 | 179 | -1% | -2 | 93 | 95 | 4%
CCOC(=O)c1ccccc1NS(=O)(=O)c1ccc(C)cc1 | -8 | 132 | 8 | 132 | -1% | -37 | 11 | 48 | 6%
Cc1cc(N(CC(=O)O)S(C)(=O)=O)ccc1Br | 21 | 138 | -21 | 138 | 2% | -19 | 97 | 116 | -5%
CCOC(=O)c1cnc(SC)nc1Oc1cccc(NC(=O)c2cccc(Cl)c2Cl)c1 | 9 | 127 | -9 | 127 | -8% | · | · | · | -13%
COc1ccc(C(C)=O)c2c(O)cccc12 | 5 | 153 | -4 | 153 | -5% | 3 | 100 | 98 | -7%
CCC(C)(c1ccc(C=O)s1)c1ccc(C=O)s1 | · | · | · | · | 8% | 3 | 85 | 82 | -9%
Cc1ccc(SCCNS(=O)(=O)c2ccc3c(c2)OCCO3)cc1 | -12 | 146 | 12 | 146 | · | 9 | 102 | 93 | ·
COC(=O)c1ccc2c(c1O)C(=O)c1ccccc1C2=O | 39 | 174 | -39 | 174 | -3% | · | · | · | 12%
C=COCCn1c(=N)n(CCC)c2ccccc21 | -11 | 156 | 11 | 156 | 18% | 11 | 97 | 87 | -1%
CCOc1cc(CNc2ccc3[nH]c(=O)[nH]c3c2)ccc1OCC(=O)NC(C)(C)C | -4 | 98 | 4 | 98 | -9% | -12 | 51 | 63 | 0%
COc1ccc(N2C(=O)NC3CC2(C)Oc2ccccc23)cc1OC (stereo not given) | 7 | 163 | -7 | 163 | -20% | -38 | 26 | 64 | -8%
c1ccc(-n2nnnc2-c2cnc(-c3cccnc3)nc2-c2cccs2)cc1 | -10 | 69 | 10 | 69 | · | -20 | 52 | 72 | ·
COCC(C)NC(=O)c1cccc(Cl)c1 (stereo not given) | -10 | 162 | 10 | 162 | -30% | -3 | 92 | 96 | -2%
COC(=O)[C@H](Cc1ccccc1)NC(=O)Nc1ccc(C)cc1 | 11 | 130 | -11 | 130 | 6% | 3 | 82 | 78 | 5%
O=C(NCC(=O)N(c1ccccc1)C(C(=O)NC1CCCC1)c1cccnc1)c1ccco1 (stereo not given) | -16 | 171 | 16 | 171 | · | 1 | 88 | 87 | ·
O=C(CCc1nc(-c2ccccc2)no1)Nc1cc(C(F)(F)F)ccc1Cl | · | · | · | · | -1% | 6 | 85 | 78 | -4%
O=C(c1ccc(CS(=O)(=O)c2ccccc2)o1)N1CCOCC1 | 8 | 62 | -8 | 62 | 7% | 7 | 100 | 93 | -4%
COC(=O)c1[nH]c(=O)c2ccccc2c1O | -7 | 116 | 7 | 116 | · | -1 | 84 | 85 | ·
COc1ccc(-c2ocnc2C(=O)Nc2ccccc2N2CCCCC2)cc1 | -13 | 62 | 13 | 62 | 11% | -13 | 90 | 104 | 4%
Cc1onc(-c2ccccc2Cl)c1C(=O)N1CCN=C1SCc1cccnc1 | -12 | 75 | 12 | 75 | 7% | -13 | 101 | 114 | -23%
CCOc1cccc(C2C(C(=O)c3ccco3)=C(O)C(=O)N2Cc2ccncc2)c1 (stereo not given) | 3 | 144 | -3 | 144 | -14% | -6 | 99 | 105 | -3%
Cc1ccccc1-c1cc(C(=O)Nc2nc3c(s2)CCCC3)c2ccccc2n1 | 1 | 135 | -1 | 135 | -40% | · | · | · | -4%
CCN(CC)P(=O)(C(NC(=O)OC)C(F)(F)C(F)(F)C(F)(F)C(F)F)N(CC)CC (stereo not given) | 5 | 127 | -5 | 127 | -41% | 10 | 102 | 92 | -12%
CC12CCC(C/C1=N\OC(=O)c1ccc(F)cc1)C2(C)C (stereo not given) | -6 | 66 | 6 | 66 | · | 9 | 103 | 94 | ·
CCN(CC)CCOC(=O)c1ccc2c(c1)OCCO2 | · | · | · | · | -8% | 1 | 94 | 93 | 0%
CCC(=O)Nc1ccccc1C(=O)N1CCOCC1 | · | · | · | · | -16% | 5 | 107 | 102 | 5%
S=c1[nH]nc(Cc2ccccc2)n1Cc1ccco1 | -10 | 127 | 10 | 127 | -110% | -7 | 87 | 94 | 0%
CCOc1ccc(NC(=O)COC(=O)CCCc2c[nH]c3ccccc23)cc1 | -2 | 91 | 2 | 91 | 7% | 7 | 92 | 86 | -4%
O=C(NCc1ccccn1)NC12CC3CC(CC(C3)C1)C2 | -95 | 15 | 95* | 15* | 24% | 6 | 89 | 83 | 1%
Cn1c(SCC(=O)N2CCOCC2)nnc1-c1ccccc1 | 10 | 121 | -10 | 121 | 1% | -15 | 95 | 110 | 0%
Nc1nc2c(s1)CCc1c-2cnn1-c1ccccc1 | 10 | 118 | -10 | 118 | 0% | · | · | · | -14%
CCOc1ccc2ccccc2c1CNCCN1CCOCC1 | 1 | 149 | -1 | 149 | 9% | 4 | 89 | 85 | 0%
CCOC(=O)CCc1c(C)c2ccc(OCc3nn[nH]n3)cc2oc1=O | 23 | 130 | -23 | 130 | -20% | 16 | 103 | 87 | 0%
Cc1nc(N2CCN(c3ccccc3)CC2)nc2c1C(=O)CCC2 | -15 | 67 | 16 | 67 | -33% | -2 | 85 | 87 | -8%
Cc1ccc(Cl)cc1Nc1nc(-c2sc(NC(=O)c3cccc(Cl)c3)nc2C)cs1 | -3 | 182 | 3 | 182 | -5% | · | · | · | 3%
CCC(=O)NC(c1ccc([N+](=O)[O-])cc1)c1c(O)ccc2ccccc12 (stereo not given) | -2 | 123 | 2 | 123 | -14% | · | · | · | -1%
COC(=O)CNc1ccc2c(c1)OCO2 | 8 | 93 | -8 | 93 | · | 2 | 94 | 92 | ·
C[n+]1c2n(c3ccccc31)N=C(c1ccccc1)CS2 | -5 | 144 | 5 | 144 | 6% | · | · | · | 6%
O=C(O)c1c(Cl)c(Cl)c(Cl)c(Cl)c1C(=O)N1CCOCC1 | 21 | 137 | -21 | 137 | 16% | -9 | 86 | 96 | 1%
O=C(CCCCCN1C(=O)CCC1=O)Nc1ccc(Br)cc1F | -9 | 97 | 9 | 97 | 2% | -4 | 100 | 104 | 8%
COc1cc2c(N3CCOCC3)cc(O)c(CC(=O)Nc3ccccc3)c2cc1OC | 1 | 151 | -1 | 151 | -6% | 1 | 82 | 82 | -4%
Oc1ccc(NCc2ccccc2OCc2ccccc2F)cc1 | -8 | 139 | 8 | 139 | 15% | · | · | · | -9%

Filtered by structure: those above with an aryl methoxy group (five)
SMILES | NFkB transloc pot | NFkB transloc pot cell count 2 µM | IL1B NFkB inh | IL1B NFkB inh cell count 2 µM | PLAP inhibition | MRP resist rev | MRP resist rev cytotoxicity | MRP resist rev with doxorubicin | Bcl-B displacement
COC(=O)c1cc(Cl)c(NC(=O)c2ccc(C(C)(C)C)cc2)cc1OC | 4 | 119 | -4 | 119 | -37% | · | · | · | 10%
COc1ccc(C(C)=O)c2c(O)cccc12 | 5 | 153 | -4 | 153 | -5% | 3 | 100 | 98 | -7%
COc1ccc(N2C(=O)NC3CC2(C)Oc2ccccc23)cc1OC (stereo not given) | 7 | 163 | -7 | 163 | -20% | -38 | 26 | 64 | -8%
COc1ccc(-c2ocnc2C(=O)Nc2ccccc2N2CCCCC2)cc1 | -13 | 62 | 13 | 62 | 11% | -13 | 90 | 104 | 4%
COc1cc2c(N3CCOCC3)cc(O)c(CC(=O)Nc3ccccc3)c2cc1OC | 1 | 151 | -1 | 151 | -6% | 1 | 82 | 82 | -4%
